NR5A2 inv ag – inverse agonists of human LRH-1 (NR5A2) | HEK293T StAR-luciferase reporter, LRH-1 transfected, 24 h | inhibition, % at 3.6 µM | hit rate 0.13% among 360,000 | AID 602396;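 active = inhibition above the mean inhibition of all tested compounds plus 3 SD, cut at about 73% in these data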;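 also: 0% = DMSO wells and 100% = reporter-only cells lacking LRH-1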
Target sequence (O00482 whole entry, looked up): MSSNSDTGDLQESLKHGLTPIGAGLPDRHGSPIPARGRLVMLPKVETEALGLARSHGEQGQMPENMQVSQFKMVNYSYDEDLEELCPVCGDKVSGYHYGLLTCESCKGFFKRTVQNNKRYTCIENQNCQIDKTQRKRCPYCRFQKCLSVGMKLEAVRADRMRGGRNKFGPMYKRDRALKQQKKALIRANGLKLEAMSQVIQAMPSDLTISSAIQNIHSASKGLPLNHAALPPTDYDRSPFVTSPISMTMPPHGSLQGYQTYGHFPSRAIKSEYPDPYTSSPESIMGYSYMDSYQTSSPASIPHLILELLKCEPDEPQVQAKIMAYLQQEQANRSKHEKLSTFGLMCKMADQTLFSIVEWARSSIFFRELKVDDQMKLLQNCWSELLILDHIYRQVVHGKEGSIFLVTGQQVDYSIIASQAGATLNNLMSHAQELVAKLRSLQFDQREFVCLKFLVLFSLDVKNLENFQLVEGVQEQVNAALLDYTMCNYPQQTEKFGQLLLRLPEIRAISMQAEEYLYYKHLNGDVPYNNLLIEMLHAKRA
EBV LMP1 NFkB – inhibitors of Epstein-Barr LMP1-induced NF-kappaB reporter | LMP1-induced NF-kappaB luciferase reporter cells, luminescence | inhibition, % at 12.5 µM | hit rate 0.69% among 350,000 | AID 504558; in the data active = inhibition above about 41%;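 also: 0% = neutral control wells and 100% = reference inhibitor control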
NCOA1 inh – inhibits human SRC1 coactivator. HEK293 GAL4-SRC1 luciferase reporter, luminescence. hit rate 0.12% among 360,000. AID 588354. Q15788. inhibition, % at 3.6 µM;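 active = inhibition above the campaign mean plus 3 SD, with each screening campaign given its own cutoff, cut at about 60% in these data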;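 also: 0% = DMSO treated cells and 100% = gossypol at 36 µM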
COUP-TFII inh – NR2F2 (human) inhibition, primary screen. AID 686940. HEK293T NGFI-A luciferase reporter, luminescence. P24468. hit rate 0.7% among 370,000. inhibition, % at 8.6 µM;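 active = inhibition above a per-plate cutoff, mean inhibition of test wells between control levels plus 3 SD, cut at about 38% in these data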;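 also: cells cotransfected with COUP-TFII expression vector driving the NGFI-A reporter; 0% = median of COUP-TF2 test wells and 100% = reporter-only cells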
Target sequence (P24468 whole entry, looked up): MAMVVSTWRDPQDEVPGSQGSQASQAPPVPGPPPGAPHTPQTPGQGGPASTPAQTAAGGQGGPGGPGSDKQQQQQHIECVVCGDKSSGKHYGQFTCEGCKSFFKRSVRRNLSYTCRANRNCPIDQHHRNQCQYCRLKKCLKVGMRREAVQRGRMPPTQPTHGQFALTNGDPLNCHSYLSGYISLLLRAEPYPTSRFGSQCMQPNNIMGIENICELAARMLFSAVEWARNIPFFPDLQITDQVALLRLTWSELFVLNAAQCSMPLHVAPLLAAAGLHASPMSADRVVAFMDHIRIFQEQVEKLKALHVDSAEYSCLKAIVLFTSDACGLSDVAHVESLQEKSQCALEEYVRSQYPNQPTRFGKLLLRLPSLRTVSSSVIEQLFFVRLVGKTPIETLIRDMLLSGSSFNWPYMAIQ
MC4R ag barr – agonists of human melanocortin 4 receptor (MC4R) beta-arrestin; hit rate 0.98% among 360,000; U2OS MC4R beta-arrestin complementation, luminescence; percent of melanotan II response, DMSO zero; AID 540308; activation, % at 8.9 µM; P32245;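 active = activation above a per-plate cutoff, the mean activation of sample wells on that plate plus 3 SD, cut at about 8% in these data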
NOD2-RIPK2 inh – NOD2-RIPK2 protein interaction inhibition. hit rate 0.38% among 360,000. CHO BLA complementation NOD2-RIPK2, CCF4 ratio. AID 624267. inhibition, % at 4.98 µM. O43353; in the data active = inhibition above about 21%;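 also: 0% = vehicle only and 100% = reference blocker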
NCOA2 inhibitor – human SRC2 (NCOA2) inhibition | AID 651957 | inhibition, % at 9 µM | Q15596 | HEK293 GAL4-SRC2 luciferase reporter, luminescence | hit rate 0.17% among 370,000;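 active = inhibition above the mean inhibition of all tested compounds plus 3 SD, set per campaign, cut at about 52% in these data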;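 also: 0% = DMSO treated cells and 100% = cells given Gossypol at 36 µM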
MC4R antagonist – antagonists of human melanocortin 4 receptor (MC4R) | MC4R-expressing cells, MTII-stimulated cAMP, LANCE TR-FRET | inhibition, % at 6.5 µM | hit rate 0.48% among 360,000 | AID 540295;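 active = inhibition above its plate's cutoff, the mean of tested wells on that plate plus 3 SD, cut at about 29% in these data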;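 also: 0% = Melanotan II alone and 100% = Melanotan II plus saturating MCL0020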
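Material – human MC4R-expressing U2OS cells · Repeats – no replicates · Detection – TR-FRET with Eu-cAMP and labeled anti-cAMP, 671 nm · Times – compound 30 min, challenge 1 h, detection 1 h · Compound – single nominal compound dose of 6.5 µM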
ABHD5-PLIN5 inh – ABHD5-PLIN5 protein interaction inhibition; Q00G26+Q8WTS1; Split G. princeps luciferase complementation, luminescence, 4 h; inhibition, % at 4 µM; hit rate 0.78% among 360,000; AID 602281;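 active = inhibition above the mean inhibition across every tested compound plus 3 SD, cut at about 22% in these data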;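 also: 0% = DMSO only wells and the 100% control is not disclosed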
NCOA3 inh – human NCOA3 inhibition. inhibition, % at 3.6 µM. HEK293 GAL4-SRC3 luciferase reporter, luminescence. Q9Y6Q9. hit rate 0.17% among 360,000;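 active = inhibition above a per-campaign cutoff, the mean of all compounds plus 3 SD, cut at about 60% in these data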;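 also: 0% = DMSO-treated cells and 100% = gossypol-treated cells at 36 µM; higher means less SRC3-driven luciferase light from the GAL4 reporter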
TLR9-MyD88 block – blocks human TLR9 binding to MyD88; CHO BLA complementation TLR9-MyD88, CCF4 FRET ratio; hit rate 0.21% among 340,000; inhibition, % at 4.98 µM; AID 504734;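 active = inhibition above the mean over all tested compounds plus 3 SD, cut at about 21% in these data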;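 also: 0% = DMSO only wells and 100% = clavulanate BLA inhibitor control wells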
Active calls of the source: *; · = no result given. The list is partial. The share of hits here may be higher or lower than overall.

Below each compound – NR5A2 inv ag, EBV LMP1 NFkB, NCOA1 inh, COUP-TFII inh, MC4R ag barr, NOD2-RIPK2 inh, NCOA2 inhibitor, MC4R antagonist, ABHD5-PLIN5 inh, NCOA3 inh, TLR9-MyD88 block
CCCOc1ccc(/C=C/C(=O)N2CCN(C(=O)c3ccco3)CC2)cc1OC
    8, 11, 11, -18, -2.5, -3, 7, 6, 4, 15, 8
CN(Cc1ccc([N+](=O)[O-])cc1)c1ccccc1
    36, 5, 13, 8, -2.7, 2, -19, 3, 0, -10, 0
COC(=O)c1c(NC(=O)COC(=O)[C@@H](NS(=O)(=O)c2ccccc2)C(C)C)sc2c1CCC2
    0, 4, -4, -11, -0.5, -14, -12, 19, 0, 4, 3
CCOC(=O)c1csc(NC(=O)c2ccc(OCC)cc2)n1
    -50, 15, -28, 29, -3.2, -1, 7, -6, 2, -1, 2
Fc1ccc(-c2cc3nc4c(c(N5CCOCC5)n3n2)CCCC4)cc1
    -148, -13, -33, -24, -1.7, 8, -18, 19, -2, -54, -5
COC(=O)c1cc(NC(=O)Cc2ccccc2[N+](=O)[O-])ccc1Cl
    -5, -14, -17, -8, -1.8, 3, -8, 9, -4, 16, -5
CCn1cc(C(=O)NN)c(=O)c2cc(F)c(N3CCOCC3)cc21
    -12, 4, -5, 5, -1.5, 1, 15, -4, 3, -21, -2
COc1ccc(-c2cc(C(=O)O)c3ccccc3n2)c(OC)c1
    0, -3, 2, -1, -2.2, 5, -27, -1, -2, 1, 8
COc1ccc([C@H]2CC(=O)C=C(c3ccc(Cl)c(F)c3)C2)cc1
    -6, 1, 2, 8, 0.2, -2, -8, -6, -11, -14, -14
O=C(Nc1ccc(S(=O)(=O)Nc2ncccn2)cc1)c1ccc(Cl)c([N+](=O)[O-])c1
    17, -19, -13, -20, 0.8, -4, -1, -2, -3, 6, -16
NS(=O)(=O)c1cc(Cl)c(NC(=O)COC(=O)c2ccccn2)c(Cl)c1
    -3, 12, 0, 7, -1.2, 5, -31, 7, -2, 9, 8
C[C@@]12CCC=C[C@H]1[C@H](c1ccc(F)c(/C=C/c3ccccc3)c1)N(Cc1ccccc1)C2=O
    -18, 6, -4, 11, -1.5, 4, -9, -3, 2, 1, -6
Cc1sc2nc(CN3CCN(S(=O)(=O)c4cccc5nonc45)CC3)[nH]c(=O)c2c1C
    -2, -3, 4, 18, -1.4, 1, -24, 12, -1, 9, -3
COc1ccc(C)cc1NC(=O)CSc1ccc(-c2ccco2)nn1
    13, -11, -8, 13, -3.7, -4, 20, 8, 4, 2, 7
CCCc1cc(=O)[nH]c(SCC(=O)NCC2COc3ccccc3O2)n1 (stereo not given)
    8, 1, -7, -1, -1.1, -7, -15, 0, 4, 10, 0
CCOc1ccc(-n2c(N)c(C(=O)NCc3cccnc3)sc2=S)cc1
    29, 0, 5, -5, -1.2, 4, 4, 0, -1, 16, -8
CC(=O)Oc1ccc(-c2cc3c(OC(C)=O)cc(OC(C)=O)cc3oc2=O)cc1
    11, 0, -15, -2, 1.4, 41*, -7, -32, -3, -28, 37*
COc1cccc(OC)c1CNC(=O)C1CCC(=O)N(CC2CCCCC2)C1 (stereo not given)
    14, 3, -16, 7, -3.1, 3, 13, 5, -11, -17, -7
OCCC1CN(Cc2nc3ccc(F)cc3[nH]2)CCN1C1CCCC1 (stereo not given)
    25, -7, -3, 28, 0.0, 6, -48, -5, 0, 6, 8
O=C(c1ccc2c(c1)OCO2)N1CCN(CCN2C(=O)c3cccc4cccc(c34)C2=O)CC1
    8, -1, 2, 0, -1.5, -13, -7, 2, -2, 5, -6

Next compounds follow.
Below each compound – NR5A2 inv ag, EBV LMP1 NFkB, NCOA1 inh, COUP-TFII inh, MC4R ag barr, NOD2-RIPK2 inh, NCOA2 inhibitor, MC4R antagonist, ABHD5-PLIN5 inh, NCOA3 inh, TLR9-MyD88 block
CC(C)CC(N)c1csc(NC(=O)Nc2ccccc2C(C)(C)C)n1 (stereo not given)
    21, ·, -1, 11, 0.4, -4, 8, 3, 5, 1, ·
CCc1ccc(NC(=O)N(CCN2CCOCC2)Cc2ccc3c(c2)CCCN3CC)cc1
    21, -3, -10, 15, 1.9, -2, 15, 5, 2, -4, 4
O=C(Cn1nnc2ccccc2c1=O)Nc1cccc(S(=O)(=O)N2CCOCC2)c1
    4, -11, 6, 25, -0.1, -4, -1, -5, 6, 8, -15
C/C(N)=C(/C#N)C(=O)CSc1cc(Cl)ccc1Cl
    7, -2, -70, 4, -1.9, -1, 6, 7, 0, 1, -3
CCCCOc1ccc(C2C(C(=O)c3ccc(C)o3)=C(O)C(=O)N2CC2CCCO2)cc1 (stereo not given)
    1, -1, -11, -4, 1.5, -3, -4, 4, 2, -5, 7
CC(C)Oc1ccccc1/C=N/n1nnnc1N
    16, -15, -12, -15, -0.3, -16, -36, -6, -2, 26, -11
O=C(Cc1cccc2ccccc12)Nc1nnc(-c2cccc([N+](=O)[O-])c2)s1
    17, -4, -17, -2, 0.4, -12, -1, -1, 3, 1, -14
O=C(O)c1cc([N+](=O)[O-])ccc1NCc1ccccc1
    2, 5, -4, -4, -1.4, -3, 3, 2, 4, -1, 5
CC1CCC(NCC(=O)Nc2cccc(S(N)(=O)=O)c2)CC1 (stereo not given)
    1, 4, -18, 2, -2.8, 2, 10, 8, 1, 17, -3
CC(=O)c1ccc(S(=O)(=O)NCC(=O)N2CCN(C/C=C/c3ccccc3)CC2)cc1
    -3, 9, -4, 0, -0.5, 5, -9, -2, -2, 14, 10
O=C(CCC(=O)Nc1ccccc1Cl)N/N=C1\CCCc2ccccc21
    -5, -9, -4, 2, -2.4, 0, 16, 3, -1, 10, 2
Cc1ccc(NC(=O)CCCN2C(=S)NC(C)(C)CC2C)cc1 (stereo not given)
    0, -3, 14, 4, -0.9, -3, -4, -1, -1, 24, 3
CC(=O)c1cc(C#N)c(SCCC(C)C)nc1C
    6, -11, -13, ·, 0.5, 3, ·, -1, -4, -27, -8
CCCOc1ccccc1C1CC(=O)NC(C)=C1C(=O)OCC(C)C (stereo not given)
    -3, 7, 7, 6, 1.4, -8, 12, 5, -2, -6, -3
COc1ccc(F)cc1-c1cc(NC=O)c2ncc(-c3cccc(C(=O)N(C)C)c3)n2c1
    10, ·, -7, 11, 6.6, -2, 12, -20, 13, -11, ·
CN1CCN(C2=Nc3ccccc3Oc3ccc(Cl)cc32)CC1
    10, -10, 3, 2, -0.2, -15, 4, 0, 4, -7, 0
CC(=O)Nc1ccc(S(=O)(=O)N(C)CC(=O)OCC(=O)N(CC(C)C)C2CCS(=O)(=O)C2)cc1 (stereo not given)
    4, -3, 6, -2, -4.0, -8, -12, -1, -3, -5, -4
CCn1cc(C(=O)O)c(=O)c2cc(F)c(N3CCN(C(=S)NC(=O)c4ccccc4Cl)CC3)cc21
    0, -9, -1, -7, -0.4, 3, -8, 5, -1, -5, 2
Cc1ccc(C(=O)Nc2ccsc2C(=O)O)cc1
    -115, -14, -57, -60, -1.4, 9, -53, -2, -6, -76, 1
CCCCCN(C(=O)NC(=O)NCCCC)S(C)(=O)=O
    5, 3, -10, 3, -3.0, -6, -15, -1, 4, 30, -3

The list continues.
Below each compound – NR5A2 inv ag, EBV LMP1 NFkB, NCOA1 inh, COUP-TFII inh, MC4R ag barr, NOD2-RIPK2 inh, NCOA2 inhibitor, MC4R antagonist, ABHD5-PLIN5 inh, NCOA3 inh, TLR9-MyD88 block
CN(C)c1c(N)c(=O)oc2ccccc12
    11, 11, 18, 11, 1.7, 7, -1, -7, 4, 2, 3
Cc1ccc(C)c(C(=O)CC2(O)C(=O)N(C)c3ccccc32)c1 (stereo not given)
    13, 3, -3, -13, -0.7, 11, -7, -6, -2, 7, -3
O=C(CCl)N(c1ccccc1)c1ccccc1
    20, 1, 4, 9, 2.0, 6, 41, 16, 7, 26, 7
O=C(O)CCCCCNC(=O)c1ccc(C(=O)NCCCCCC(=O)O)cc1
    -1, -1, -25, 0, 0.1, -10, 16, 14, -2, 18, -10
COc1ccc(OC)c(CN2C(=O)CN(S(C)(=O)=O)CC2(C)C(=O)NCc2ccccc2)c1 (stereo not given)
    -19, ·, ·, 5, ·, -19, -16, ·, -12, ·, ·
COc1ccccc1OCC(=O)N/N=C/c1c(O)ccc2ccccc12
    12, 18, -1, -1, -3.7, -2, 8, -10, 8, 38, 8
CCCNC(=O)c1c(Cl)cnn1-c1ccc(C)cc1
    -114, -23, -86, -56, -0.6, -1, -61, -5, -1, -74, ·
COc1ccc(C2N(c3ccc(Cl)cc3)N=C(C(C)=O)N(C)N2C(C)=O)cc1 (stereo not given)
    14, -1, -1, 0, -2.4, 2, 2, 12, -5, -23, 0
COc1ccc(S(=O)(=O)Nc2ccc3c(c2)C(=O)N([C@H](C)CO)C[C@H](C)[C@@H](CN(C)C(=O)Nc2ccc(C(F)(F)F)cc2)OCCCC[C@H](C)O3)cc1
    -3, 8, -3, 12, -0.6, 2, -4, 9, 2, -10, -4
Cc1ccc(NC(=O)Cc2nnc(SCC(=O)NC3CCCC3)n2C)cc1C
    -3, 45*, -7, -13, -2.0, -4, -8, 9, 4, -6, -2
